# proKLK7 act: activates the human kallikrein-7 zymogen; P49862; purified proKLK7, EDANS-DABCYL substrate fluorescence; 100% is mature enzyme control, 0% vehicle; activation, % at 7 µM; 0.9% of 370,000 active; AID 652039;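 active = activation above the mean of all tested compounds plus 3 SD, computed per campaign excluding outliers beyond control limits, cut at about 13% in these data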
# Target sequence (P49862 whole entry, looked up): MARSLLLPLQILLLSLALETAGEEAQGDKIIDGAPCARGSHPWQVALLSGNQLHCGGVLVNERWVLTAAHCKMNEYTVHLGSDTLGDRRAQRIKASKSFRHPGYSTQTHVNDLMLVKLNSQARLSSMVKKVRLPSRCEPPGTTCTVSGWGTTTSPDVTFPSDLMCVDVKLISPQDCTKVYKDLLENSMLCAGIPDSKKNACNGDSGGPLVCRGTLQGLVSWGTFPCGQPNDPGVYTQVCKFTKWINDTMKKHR
# ARFGAP1 inh: inhibitors of rat ARFGAP1; 0.26% of 360,000 active; AID 651572; Arfgap1-stimulated ARF1 GTP hydrolysis, GDP FP detection; inhibition, % at 16.5 µM;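 active = inhibition above a per-plate limit, mean inhibition of low control wells plus 3 SD, cut at about 25% in these data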;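 note: 0% = DMSO wells with enzyme and 100% = wells lacking Arfgap1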
#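 Material: rat Arfgap1 GAP domain (His6, aa 1-136), purified enzyme. Also added: human ARF1(Δ1-17)-GTP substrate. Compound dosing: 16.5 µM single point, 1.26% DMSO. Timing: enzyme reaction 120 min at 25 °C after 20 min preincubation. Signal: GDP detection by fluorescence polarization. Read-out basis: percent inhibition of GAP-stimulated GDP formation, scaled between DMSO and no-Arfgap1 medians.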
# PLCb3 inh: PLC-beta3 (human) inhibition, primary screen; AID 720704; inhibition, % at 12.2 µM; 0.18% of 370,000 active; Q01970; Purified PLC-beta3, fluorogenic substrate, fluorescence; in the data active = inhibition above about 11%;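 note: 0% = median of compound wells on plate and 100% = full blocker control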
# MBD2 DNA inh: inhibitors of human MBD2 binding to methylated oligonucleotide; AID 686964; Q9UBB5; inhibition, % at 4.4 µM; 0.31% of 370,000 active; TR-FRET; in the data active = inhibition above about 13%
# Target sequence (Q9UBB5 whole entry, looked up): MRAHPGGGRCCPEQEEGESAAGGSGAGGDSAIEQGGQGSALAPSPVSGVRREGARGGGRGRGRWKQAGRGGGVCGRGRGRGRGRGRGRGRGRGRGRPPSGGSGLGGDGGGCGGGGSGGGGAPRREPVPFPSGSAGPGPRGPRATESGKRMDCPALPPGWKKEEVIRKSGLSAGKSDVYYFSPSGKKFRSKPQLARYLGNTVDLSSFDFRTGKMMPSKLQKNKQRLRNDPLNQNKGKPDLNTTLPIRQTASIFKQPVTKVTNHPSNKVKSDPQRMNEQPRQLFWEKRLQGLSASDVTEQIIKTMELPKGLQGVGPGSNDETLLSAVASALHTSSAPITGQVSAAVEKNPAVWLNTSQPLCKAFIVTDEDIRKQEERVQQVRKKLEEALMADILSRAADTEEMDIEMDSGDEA
# ADAM17 inh: inhibits human ADAM17 | P78536 | recombinant ADAM17, EDANS/DABCYL FRET peptide cleavage | inhibition, % at 6.95 µM | 0.83% of 370,000 active | AID 720648;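 active = inhibition above the mean of compounds lying between control limits plus 3 SD, set per campaign, cut at about 8.5% in these data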;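 note: 0% = DMSO-only wells as the low control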
# Tn6 DDE FP: disrupts Tn6 cyclic peptide binding to fibrin D-Dimer-E complex. P02675. Fibrin DD(E) TRITC-Tn6 fluorescence polarization displacement. inhibition, % at 8.3 µM. 0.21% of 370,000 active. AID 720509;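 active = inhibition above a per-campaign cutoff: mean of compounds within control limits plus 3 SD, cut at about 15% in these data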;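 note: 0% = median of all compound wells on the plate and 100% = blocking peptide control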
# UHRF1 binding: human UHRF1 methylated DNA binding inhibitors; Q96T88; UHRF1 binding to methylated oligo, TR-FRET; inhibition, % at 4.4 µM; 0.75% of 370,000 active; in the data active = inhibition above about 21%;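 note: UHRF1 SRA domain binding a hemimethylated CpG hairpin DNA probe; 0% = median of test compound wells and 100% = reference inhibitor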
# ASAP1 inh: ASAP1 ArfGAP inhibition; Q9ULH1; ASAP1-stimulated ARF1 GTP hydrolysis, GDP FP detection; inhibition, % at 16.5 µM; 0.19% of 360,000 active; AID 624377; in the data active = inhibition above about 25%;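 note: 0% = vehicle with enzyme and substrate and 100% = no enzyme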
# Target sequence (Q9ULH1 325-724 limits assumed): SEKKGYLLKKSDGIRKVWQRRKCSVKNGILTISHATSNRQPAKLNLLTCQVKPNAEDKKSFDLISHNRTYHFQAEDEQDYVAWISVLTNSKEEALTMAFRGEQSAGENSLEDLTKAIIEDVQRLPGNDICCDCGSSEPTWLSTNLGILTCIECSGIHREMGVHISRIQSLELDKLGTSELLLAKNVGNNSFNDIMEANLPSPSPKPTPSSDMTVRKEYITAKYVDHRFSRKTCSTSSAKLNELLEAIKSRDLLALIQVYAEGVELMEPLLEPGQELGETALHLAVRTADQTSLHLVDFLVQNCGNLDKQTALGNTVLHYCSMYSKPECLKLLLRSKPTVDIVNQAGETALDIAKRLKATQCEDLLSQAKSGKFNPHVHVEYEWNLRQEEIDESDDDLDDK
# Tn7 DDE FP: disrupts Tn7 cyclic peptide binding to fibrin D-Dimer-E complex | P02675 | FP displacement of FITC-Tn7 peptide from fibrin DD(E); 0% = median of compound wells per plate | inhibition, % at 8.3 µM | 0.13% of 370,000 active | AID 720508;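 active = inhibition above the mean of compounds falling within the control limits plus 3 SD of them, cut at about 14% in these data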;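 note: 0% = plate median of compound wells and 100% = 10 µM Aha-Tn7 peptide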
#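 Assay system: human fibrin DD(E) protein / Input: 2 µM fibrin DD(E) / Benchmarks: high control of 10 µM Aha-Tn7 peptide / Measured by: fluorescence polarization of the labelled Tn7 tracer / Medium: Tris buffer with calcium and detergent, pH 7.8 / Timing: 10 min compound pre-incubation, 3 h probe incubation at room temperature / Repeats: one replicate per compound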
# PLC-gamma1 inh: blocks human PLC-gamma1 enzyme activity; P19174; purified PLC-gamma1, fluorogenic substrate, fluorescence; inhibition, % at 12.2 µM; 0.84% of 370,000 active; in the data active = inhibition above about 9.5%
# Active calls of the source: *; i = inactive; nt = not tested or not shown. Not a hit list, and some 4.1% of all compounds hit somewhere here.
SMILES,proKLK7 act,ARFGAP1 inh,PLCb3 inh,MBD2 DNA inh,ADAM17 inh,Tn6 DDE FP,UHRF1 binding,ASAP1 inh,Tn7 DDE FP,PLC-gamma1 inh
CN(Cc1ncc[nH]1)Cc1cn(-c2ccccc2)nc1-c1ccc2c(c1)OCO2,-0.6,5,-9,-2,-4,7,-1,-13,8,-2
[O-]/[N+](=C/c1ccco1)c1ccccc1,0.0,-11,-4,4,-2,5,-3,6,10,1
Cc1ccsc1C(=O)OCC(=O)NCCC1=CCCCC1,0.2,-3,-1,3,-2,9,1,12,4,0
CC1=C(C(=O)N(C)C)CC(CC(=O)NCCCN(C)C)C(=O)N1CCC1=CCCCC1 (configuration not stated),0.5,2,1,8,-4,-2,21*,-6,1,-1
OCCC1CN(Cc2ccc(Oc3ncccn3)cc2)CCN1Cc1ccc(F)c(F)c1 (configuration not stated),0.0,3,-8,1,-1,-8,2,-6,3,7
CC(=O)Nc1ccc(S(=O)(=O)NCCC(=O)OCc2ccccc2F)cc1,0.8,14,-3,-1,-1,-1,-1,-19,-1,-3
O/N=C1\CC2(Cc3nonc31)OCCO2,-0.1,7,5,3,-9,-6,3,3,-2,0
Cc1ccc2c(c1)N(C(=O)CCC(=O)NCCCN(C)Cc1ccccc1)CCO2,0.9,7,2,2,-3,-3,2,-15,-1,1
CC1CCC2(CC1)NC(=O)N(CC(=O)N1CCN(C(=O)c3ccco3)CC1)C2=O (configuration not stated),0.5,8,-3,-1,0,-1,1,-11,4,1
CCC(=O)N1CCc2cc(OC)c(OC)cc2C1COc1ccc(F)cc1 (configuration not stated),0.1,-12,-1,-1,-1,5,-1,12,5,2
COc1ccccc1C1=NC(c2ccccc2)CN1c1ccccc1 (configuration not stated),-70,9,i,-5,-313,-7,-1,14,-5,i
Cc1cc(C)c(S(=O)(=O)N2CCC(C(=O)OCc3c(C)noc3C)CC2)c(C)c1,0.5,0,-5,3,-3,1,0,4,-11,1
Cn1c(Cl)nc2c1c(=O)n(Cc1cccc(Br)c1)c(=O)n2C,0.5,-6,2,-1,-3,7,-2,-14,3,2
O=C(CSc1nc(C2CC2)nc2ccccc12)N1CCc2ccccc21,0.1,2,-7,-4,-3,-3,0,3,-1,2
Cc1ccc(CNC(=S)NCc2ccncc2)cc1,0.1,10,-9,0,-5,6,2,-2,2,-2
O=C(Nc1cccc(C(=O)O)c1)/C(=C\c1ccc(F)cc1)NC(=O)c1ccco1,0.8,-11,-7,6,-3,0,1,-2,4,0
COc1ccc(Cl)cc1NC(=O)C(C)N1CCc2ccccc21 (configuration not stated),0.4,2,-8,-4,-1,-3,0,1,2,0
CC(C)(C)c1ccc(C(=O)Nc2sc3c(c2C(=O)O)CCC3)cc1,0.4,-6,-55,-7,-7,0,-2,-8,5,-55
CCOC(=O)NC(=O)CSc1nnnn1-c1ccccc1,-0.7,2,0,7,-5,1,1,0,9,-3
C/C(=N/NC(=O)CNc1ccc(Cl)cc1C)c1ccc(C)cc1,0.1,-4,0,-2,2,-3,-3,-5,0,2
CN1CCN(C2CC(=O)N(CCc3ccccc3)C2=O)CC1 (configuration not stated),0.3,-10,-2,3,-4,5,-2,2,-1,1
CNC(=S)N(CCc1c(C)[nH]c2ccc(C)cc12)Cc1cccnc1,0.5,-5,0,-3,-1,1,-1,2,-6,-1
CCCNC(=O)c1cc(C2CCCN(C(=O)c3cc(F)ccc3C)C2)on1 (configuration not stated),-0.1,-5,2,3,3,9,1,2,5,4
COC(=O)C(Cc1c[nH]c2ccccc12)NC(=O)c1ccc2nc[nH]c2c1 (configuration not stated),-0.3,3,-12,2,0,-3,2,-8,6,-4

# A draw from above in order of formula weight, descending:
SMILES,proKLK7 act,ARFGAP1 inh,PLCb3 inh,MBD2 DNA inh,ADAM17 inh,Tn6 DDE FP,UHRF1 binding,ASAP1 inh,Tn7 DDE FP,PLC-gamma1 inh
Cn1c(Cl)nc2c1c(=O)n(Cc1cccc(Br)c1)c(=O)n2C,0.5,-6,2,-1,-3,7,-2,-14,3,2
CNC(=S)N(CCc1c(C)[nH]c2ccc(C)cc12)Cc1cccnc1,0.5,-5,0,-3,-1,1,-1,2,-6,-1
COc1ccc(Cl)cc1NC(=O)C(C)N1CCc2ccccc21 (configuration not stated),0.4,2,-8,-4,-1,-3,0,1,2,0
CN1CCN(C2CC(=O)N(CCc3ccccc3)C2=O)CC1 (configuration not stated),0.3,-10,-2,3,-4,5,-2,2,-1,1

# Remaining list, next part
SMILES,proKLK7 act,ARFGAP1 inh,PLCb3 inh,MBD2 DNA inh,ADAM17 inh,Tn6 DDE FP,UHRF1 binding,ASAP1 inh,Tn7 DDE FP,PLC-gamma1 inh
CC(Sc1nc2ccccc2[nH]1)C(=O)NC1CCCCC1C (configuration not stated),0.0,2,-1,0,1,4,1,-7,-1,2
COc1ccc2c(c1)c1c3n2CCN(C)C3=NCC1,8.7,9,i,4,-59,-8,-2,-3,0,-457
Cc1snc(SCc2cccc(Cl)c2)c1C#N,0.1,-2,-3,-2,-4,-1,0,13,3,-1
CC(C)CN(C(=O)CSc1nnc(-c2cccs2)n1C1CC1)C1CCS(=O)(=O)C1 (configuration not stated),-0.2,27*,6,-1,0,-1,2,8,-11,5
O=S(=O)(NC1CCCCC1N1CCN(c2ccc(F)cc2)CC1)c1ccccc1 (configuration not stated),0.3,-2,-3,-4,2,6,0,9,-1,5
CCOc1ccccc1NC(=O)c1cc(S(=O)(=O)NCc2ccco2)ccc1F,0.6,12,-21,3,0,0,1,-5,7,-5
CC(C)=C1C2CCC1C1C(=O)N(NC(=O)c3ccco3)C(=O)C21 (configuration not stated),-0.5,3,1,0,2,1,0,6,1,0
COc1ccc(-c2c(-c3cc(OC)cc(OC)c3)n(C)c3ccc(Br)cc23)cc1,-0.4,-1,-4,-7,-8,3,-2,-12,6,-7
CCc1c(C)sc(NC(=O)c2ccoc2C)c1C(N)=O,0.3,-10,-22,-5,-4,12,1,-8,-2,-10
O=C(CNC(=S)NC(=O)c1ccccc1Br)c1ccccc1,0.4,-10,5,4,2,10,-1,6,0,1
CCc1ncc(C(O)c2cccc3ccccc23)n1C (configuration not stated),-0.5,1,2,-1,-3,3,-1,-13,2,1
Cc1ccc(C)c(NC(=O)CSc2nnc(C3CCCCC3)o2)c1,0.2,1,-4,1,0,-4,1,4,-6,2
COC(=O)[C@]12C[C@H](CC(=O)NCc3ccc(C)o3)C(=O)N(CCc3ccc(OC)c(OC)c3)C1=C[C@H](C1CCCC1)O[C@@H]2C,0.0,nt,4,-1,6,3,0,nt,7,2
COc1cc(NC(=O)CN2CCN(S(=O)(=O)c3ccc(C(C)C)cc3)CC2)cc(OC)c1,-0.1,4,-1,-6,-5,-7,-3,6,6,-1
COc1ccc(OCC(=O)Nc2cc3c(cc2C(=O)O)OCCCO3)cc1,0.3,-6,-11,-2,-3,17*,-1,0,7,-4
CCC(=O)OCc1cc(=O)oc2ccc3ccccc3c12,22*,21,i,0,i,6,-7,3,5,i
CC(C)N(C)C1CCN(C(=O)Nc2ccc(Cl)cc2)CC1,0.5,8,2,-5,-7,5,2,-8,1,2
COc1ccc(OC)c(NC(=O)c2ccccc2OC(C)=O)c1,0.8,-11,-11,2,-4,0,0,0,-3,-8
COc1ccccc1N1CN(Cc2ccccc2)CNC1=S,0.9,1,-8,4,-1,4,1,4,0,4
Cc1ccc(C2CC(c3ccc(C)cc3)n3nc(N)nc3N2)cc1 (configuration not stated),-2.9,8,-64,3,-51,6,-1,15,6,-41
Cc1ccc(S(=O)(=O)n2cccc2/C=C/[N+](=O)[O-])cc1,1.2,2,-11,-2,-3,-1,-1,-5,-3,-11
Cc1ccc(C)c2[nH]c(=O)c(CN(Cc3ccco3)S(=O)(=O)c3ccc4c(c3)OCCO4)cc12,0.2,11,-2,-3,-2,-6,-3,10,-3,1
CCn1c(SCc2nc3ccccc3c(=O)[nH]2)nnc1-c1cccnc1,0.2,14,1,1,0,-1,-1,7,0,3
COc1ccccc1-c1cc(C(=O)N2CCCc3ccccc32)no1,0.0,0,-9,2,6,7,-1,11,2,-2
CCOc1ccc(NC(=O)COc2ccc(S(=O)(=O)N3CCCC3)cc2)cc1,0.2,6,-6,0,0,3,2,9,2,1
Cc1ccc(NC(=O)CN(C)C(=O)CSc2nc(C)cc(C)n2)cc1,0.2,-14,-1,2,-3,7,1,-7,-11,3
CCc1ccc2oc(C(=O)N3CCN(C)CC3)cc(=O)c2c1,-0.1,9,-7,4,-5,-7,0,13,9,-5
COc1ccc(C2CC(=O)Oc3c(C(CCN4CCCCC4)c4ccc(N(C)C)cc4)c(OC)cc(OC)c32)cc1 (configuration not stated),0.4,-5,-2,-4,0,-1,0,-9,-7,0
CCc1ccccc1C1C(=O)c2ccccc2C1=O,0.6,8,-10,2,0,-5,-1,14,-6,0
COc1cc(/C=C(\C#N)c2nnc(N3CCOCC3)n2-c2ccccc2)ccc1O,0.2,0,-25,2,-1,3,0,5,-5,-28
O=C(CCCSc1nc(-c2ccco2)cc(C(F)(F)F)n1)NCc1cccs1,0.1,15,1,1,3,-6,13,1,-5,2
CC(=O)N(C)c1ccc(NC(=S)Nc2cccc3ccccc23)cc1,-9.6,9,-73,-5,-46,2,-4,-2,7,-57
CCCC1S/C(=N/N=C/c2ccc(OC)cc2)N(Cc2ccc(OC)cc2)C1=O (configuration not stated),0.2,-19,1,-3,4,-2,1,-5,2,6
O=C(OCC(=O)N1CCN(C(=O)c2ccco2)CC1)c1ccccc1NCCO,22*,7,i,5,i,3,7,-4,5,i
O=C(NCc1cccs1)C1C(=O)Nc2ccccc2C(=O)N1Cc1ccccc1 (configuration not stated),1.4,1,-6,7,-11,-1,6,2,6,-1
CC(C)(C)c1ccc(C(=O)N2CCN(C(=O)C3CCCCC3)CC2)cc1,0.1,-9,-4,-4,-3,8,-1,-2,1,0
O=C1CCCN1c1ccc(Br)cc1,0.8,0,2,-4,-9,-3,-1,-2,7,3
CCC(Oc1ccccc1)C(=O)N1CCN(S(=O)(=O)c2ccccc2)CC1 (configuration not stated),-0.1,-18,-5,-4,1,1,1,6,3,2
COc1ccc(Cc2nnc(SCC(=O)N(C)c3ccccc3)o2)cc1,0.1,-6,-5,-2,0,10,0,1,-7,-2
Cc1cc(C)nc(NC2=NCC(=O)N2CCc2c[nH]c3ccccc23)n1,0.0,4,-8,-1,-8,1,-1,2,-11,-6
COc1cccc(C(=O)N2CCN(c3ccc(N4CCOCC4)nn3)CC2)c1,0.0,-19,-443,-1,-178,-3,2,-1,5,-414
CC[C@]12c3[nH]c4ccccc4c3CCN1C(=O)C(CC(=O)NCCCOC)C[C@@H]2C(=O)N1CCN(C(=O)c2ccco2)CC1 (some centres not stated),-0.3,17,0,1,-3,4,16,7,-5,3

# Bioassay records deposited in PubChem by The Scripps Research Institute Molecular Screening Center.
